# CendR NRP1 mod = modulators of CendR peptide binding to human neuropilin-1. O14786. FAM-RPARPAR peptide binding to NRP-1, fluorescence polarization. inhibition, % at 25 µM. actives 0.85% (n = 360,000). AID 602438;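 active = inhibition or corrected inhibition above about 18%, plus a signal ratio from 0.5 to 1.5, limit read from the data, passing the limit was not always enough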; note: strong numbers were not always called active
# Target sequence (O14786 whole entry, looked up): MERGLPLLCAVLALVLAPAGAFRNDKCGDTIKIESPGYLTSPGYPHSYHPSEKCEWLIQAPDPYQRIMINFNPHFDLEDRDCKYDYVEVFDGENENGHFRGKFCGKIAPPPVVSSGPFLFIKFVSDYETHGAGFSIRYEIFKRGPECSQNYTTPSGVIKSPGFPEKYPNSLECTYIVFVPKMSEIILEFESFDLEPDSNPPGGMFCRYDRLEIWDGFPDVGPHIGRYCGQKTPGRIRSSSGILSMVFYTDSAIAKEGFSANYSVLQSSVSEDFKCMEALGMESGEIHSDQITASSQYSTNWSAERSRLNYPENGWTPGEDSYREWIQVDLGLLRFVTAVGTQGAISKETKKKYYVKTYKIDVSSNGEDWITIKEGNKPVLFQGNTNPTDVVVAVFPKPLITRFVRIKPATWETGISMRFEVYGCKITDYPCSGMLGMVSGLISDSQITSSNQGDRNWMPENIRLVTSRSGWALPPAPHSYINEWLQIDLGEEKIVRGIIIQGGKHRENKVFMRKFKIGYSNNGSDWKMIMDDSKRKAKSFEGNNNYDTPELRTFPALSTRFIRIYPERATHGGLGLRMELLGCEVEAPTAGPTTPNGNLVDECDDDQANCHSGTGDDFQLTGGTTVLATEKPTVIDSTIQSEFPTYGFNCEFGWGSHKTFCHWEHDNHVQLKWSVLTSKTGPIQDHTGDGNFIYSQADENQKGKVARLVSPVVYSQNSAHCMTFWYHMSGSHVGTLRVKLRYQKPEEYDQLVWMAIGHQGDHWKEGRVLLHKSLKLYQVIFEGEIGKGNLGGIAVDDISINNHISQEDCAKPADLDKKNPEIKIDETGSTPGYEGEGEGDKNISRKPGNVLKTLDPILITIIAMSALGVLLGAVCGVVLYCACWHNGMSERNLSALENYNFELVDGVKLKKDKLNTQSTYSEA
# TbMetRS inhib = Trypanosoma brucei MetRS inhibition; AID 624268; inhibition, % at 11.9 µM; actives 0.4% (n = 360,000); purified T. brucei MetRS, ATP depletion, Kinase-Glo luminescence;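 active = inhibition above a per-plate cutoff of the control wells' mean inhibition plus 3 SD, cut at about 5.5% in these data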;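 note: 0% = DMSO wells median and 100% = median of wells with control inhibitor compound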
#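 Dosing: 11.9 µM single point; system: parasite MetRS enzyme; technique: luminescence of leftover ATP; times: 15 min enzyme-compound preincubation, 2 h reaction, 10 min detection, 25 °C; replicates: each compound tested once; read-out basis: percent inhibition relative to median high and low control wells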
# STEP block = inhibitors of human striatal-enriched phosphatase STEP; P54829; recombinant STEP, OMFP fluorogenic substrate, fluorescence; inhibition, % at 20 µM; actives 0.25% (n = 360,000); AID 588621;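 active = inhibition at 20 µM, scaled per plate between control wells, above about 37%, limit read from the data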;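 note: 0% = DMSO with enzyme and substrate and 100% = substrate only without enzyme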
#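 Test system: STEP tyrosine phosphatase / Reagent: OMFP at 25 µM / Doses: 20 µM, 1% DMSO / Read-out: percent inhibition scaled to no-enzyme and uninhibited-enzyme controls, plate-pattern corrected / Detection: FITC-channel fluorescence of OMFP product / Medium: Bis-Tris buffer pH 6.0, 2.5 mM DTT, 0.005% Tween 20 / Schedule: 20 min at room temperature, dark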
# Scp1 inh = Scp-1 (human) phosphatase inhibition | Recombinant Scp1, phosphopeptide, malachite green phosphate absorbance | inhibition, % at 20 µM | actives 0.88% (n = 340,000) | AID 493091;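 active = inhibition above about 50% at 20 µM, limit read from the data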;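 note: plate controls were DMSO wells with enzyme for no effect and wells lacking enzyme for full effect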
# Target sequence (Q9GZU7 76-261 limits assumed): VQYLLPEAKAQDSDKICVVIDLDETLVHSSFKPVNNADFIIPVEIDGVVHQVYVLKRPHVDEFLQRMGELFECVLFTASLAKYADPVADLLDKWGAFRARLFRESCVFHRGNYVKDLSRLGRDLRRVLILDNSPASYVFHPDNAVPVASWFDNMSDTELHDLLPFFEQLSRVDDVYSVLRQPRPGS
#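 Test system – truncated SCP-1 phosphatase (76-261aa) · Reagent – Phosphorylated 17-residue peptide substrate · Incubation – 45 min room-temperature reaction, 5 min colour, 30 min stabiliser · Detection – colorimetric phosphate reagent with accelerator and stabiliser, absorbance at 630 nm · Measure – % inhibition at 20 µM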
# MsrA inhibitor = inhibits bovine methionine sulfoxide reductase A | purified bovine MsrA, absorbance read-out | inhibition, % at 15.5 µM | actives 0.75% (n = 360,000); in the data active = inhibition above about 4.5%;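 note: 0% = vehicle wells with enzyme and 100% = reference inhibitor wells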
# eLon inh = E. coli protease La inhibition; AID 602123; purified E. coli Lon protease, fluorescence polarization; P0A9M0; inhibition, % at 7.94 µM; actives 0.42% (n = 360,000); in the data active = inhibition above about 13%, passing the limit was not always enough;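 note: 0% = enzyme with probe and DMSO and 100% = no enzyme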
# DNMT1 block = blocks human DNA methyltransferase DNMT1; P26358; DNMT1 molecular beacon, Hinp1I cleavage, fluorescence; inhibition (reported as % activation of signal), % at 10 µM; actives 0.83% (n = 360,000); AID 588458; in the data active = inhibition above about 50%
# bovine MsrA act = bovine methionine sulfoxide reductase A activation | purified bovine MsrA, absorbance read-out | activation, % at 10.6 µM | actives 0.3% (n = 360,000) | AID 602163; in the data active = activation above about 7.5%;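 note: 0% = vehicle and 100% = reference activator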
# LMPTP block = blocks human LMPTP phosphatase; recombinant LMPTP-A, OMFP fluorogenic substrate, fluorescence intensity; AID 651560; inhibition, % at 20 µM; actives 0.22% (n = 360,000); P24666;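 active = compounds that cut the enzyme signal by at least half of the control window in the single-dose screen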;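 note: plate controls were DMSO wells with enzyme plus substrate for no effect and substrate without enzyme for full effect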
#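 Assay system: LMPTP-A enzyme. Input: 0.625 nM LMPTP-A final. Probe or stimulus: 400 µM OMFP. Compound dosing: single 20 µM dose. Schedule: 50 min dark incubation at room temperature. Detection: fluorescence intensity of OMFP turnover product. Read-out: percent inhibition versus substrate-only and uninhibited controls. Benchmarks: no-enzyme low control, uninhibited high control.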
# SUMO1-SIM PPI = modulators of human SUMO1-mediated protein-protein interactions | AID 602429 | actives 0.33% (n = 360,000) | inhibition, % at 20 µM | P63165 | SUMO1 binding to a labelled peptide, TR-FRET, 1 h; in the data active = inhibition above about 37%
# The depositor's hits bear a star; / = no result given.
SMILES,CendR NRP1 mod,TbMetRS inhib,STEP block,Scp1 inh,MsrA inhibitor,eLon inh,DNMT1 block,bovine MsrA act,LMPTP block,SUMO1-SIM PPI
COc1ccc2c(c1)c1ccccc1n2C,-7,-2.0,-2,-10,0.0,-1,0,-8,0.7,2
COc1cc(CC(=O)Nc2ccc3nc(C)sc3c2)cc(OC)c1OC,8,-0.7,0,-3,-0.7,-2,4,-3,-0.3,-1
O=[N+]([O-])c1cccc(/C=C/c2ccccn2)c1,3,-1.8,-1,3,0.9,9,2,-10,-1.6,-36
COc1ccc(C2=NN(Cc3c(F)cccc3Cl)C(=O)CC2)cc1,0,-0.3,1,6,0.8,4,-1,-3,1.2,3
CCOc1cc(/C=C(\C#N)C(=O)Nc2ccccc2C(=O)O)ccc1OC(=O)c1ccc(C)cc1,-1,0.2,58*,41,-1.1,0,32,2,0.3,3
CCNC(=O)NC(=O)COC(=O)CCCSc1nc2ccccc2[nH]1,2,-1.3,-2,-6,-0.4,-7,3,-8,0.7,-2
CCOC(CCn1c(SCc2cccc([N+](=O)[O-])c2)nc2ccccc2c1=O)OCC,-6,-0.7,2,-8,-0.6,-15,8,1,2.5,-9
COc1ccc(/C=C/C(=O)Nc2cc(C(F)(F)F)ccc2Cl)cc1,-4,-0.8,1,-2,1.3,-7,7,-12,2.0,-9
Cc1cc(NC(=O)CSc2nc(CC(C)(C)C)nc3c2c(=O)n(C)c(=O)n3C)no1,-13,-0.4,2,-11,1.1,-4,3,-1,0.0,1
CCC(NC(=S)NC1CCCCC1)c1ccccc1 (centres undefined),-2,-0.4,2,/,-0.1,0,1,-4,-1.1,4
CC1CCN(c2ccc3c(c2)S(=O)(=O)c2cc(C(=O)O)ccc2C3=O)CC1,-83,-1.1,3,/,0.5,-19,2,-2,0.4,-18
CCN(CC)CCNC(=O)CS(=O)Cc1nc(-c2ccc(Cl)cc2)oc1C (centres undefined),-19,-0.7,-4,-6,0.6,-1,-1,-1,-2.7,-2
O=C(C[n+]1ccccc1)Nc1ccccc1,0,-0.2,-4,1,1.9,13,5,-4,-1.9,5
NC(=O)C1CCN(C(=S)c2ccc(-c3ccc(Br)cc3)o2)CC1,6,0.0,95*,-3,3.4,1,-1,-3,-1.1,-7
CCCSc1nc2sc3c(c2c(=O)[nH]1)CC(C)(CC)OC3 (centres undefined),9,-0.3,-2,-12,-1.1,2,2,-2,-1.2,-3
CC(C)NC(=O)c1onc(CSc2ccccc2F)c1C(=O)O,8,-0.4,-3,-6,1.4,-4,3,-3,-1.6,5
Cc1ccc(S(=O)(=O)N(C)c2ccc(C(=O)NCC(c3ccco3)N(C)C)cc2)cc1 (centres undefined),-13,-0.4,0,-6,-0.6,-12,1,-1,-0.9,-1
O=C1OC(/C(=C\Nc2ccccc2)[N+](=O)[O-])c2ccccc21 (centres undefined),7,0.4,0,-5,0.4,13,7,-4,-1.6,-11
O=C(CCCNC(=O)c1ccc(Cl)cc1)Nc1ccccc1C(F)(F)F,1,-1.0,0,-8,-0.2,-3,0,-1,0.6,4
Cc1cccnc1CCNC(=O)C1CCC(=O)N(Cc2cccc(F)c2)C1 (centres undefined),2,0.2,1,-9,1.7,-6,2,-2,-1.2,6

# Nothing new here: 3 of the compounds above.
SMILES,CendR NRP1 mod,TbMetRS inhib,STEP block,Scp1 inh,MsrA inhibitor,eLon inh,DNMT1 block,bovine MsrA act,LMPTP block,SUMO1-SIM PPI
O=C1OC(/C(=C\Nc2ccccc2)[N+](=O)[O-])c2ccccc21 (centres undefined),7,0.4,0,-5,0.4,13,7,-4,-1.6,-11
O=C(CCCNC(=O)c1ccc(Cl)cc1)Nc1ccccc1C(F)(F)F,1,-1.0,0,-8,-0.2,-3,0,-1,0.6,4
Cc1cccnc1CCNC(=O)C1CCC(=O)N(Cc2cccc(F)c2)C1 (centres undefined),2,0.2,1,-9,1.7,-6,2,-2,-1.2,6

# (continued)
SMILES,CendR NRP1 mod,TbMetRS inhib,STEP block,Scp1 inh,MsrA inhibitor,eLon inh,DNMT1 block,bovine MsrA act,LMPTP block,SUMO1-SIM PPI
Cc1ccc(S(=O)(=O)NC(=O)c2ccc(-c3ccc(C)c4ccccc34)o2)cc1,-68,0.5,4,61*,1.5,4,24,-8,-0.1,-3
CC1CCCCN1CC(O)COCc1ccc(Cl)cc1 (centres undefined),0,-0.5,-3,-6,0.2,2,-12,-2,-0.7,3
CC(C)(O)C#Cc1ccc(N2C(c3ccsc3)=Cc3ccc(F)cc3C2c2c[nH]c3ccccc23)cc1 (centres undefined),-14,-0.5,/,/,-0.2,7,/,-4,3.3,-6
COCCn1ccc2c(OCC(=O)NCc3ccc(C)cc3)cccc2c1=O,10,-0.1,0,-2,1.9,2,1,-6,-1.2,19
COc1ccc2ccc3c(c2c1)N=C[C@]1(O3)N(C)c2ccccc2C1(C)C,-6,0.1,3,17,0.0,-8,-9,-7,7.4,-6
CC(C)(C)C(=O)c1cnc(Nc2ccccc2Cl)s1,3,-0.7,0,-18,2.2,-4,-2,3,-0.6,-8
CCOC(=O)[C@H]1[C@H]2COc3cc(OC)ccc3[C@@H]2N2C(=O)c3ccc(C)cc3NC(=O)[C@@]12C,-1,0.1,0,-6,0.3,0,2,0,-0.4,0
COc1ccc(-c2nc3ccccc3c(=O)n2CCOc2ccccc2C)cc1,-12,-0.8,1,7,-1.2,4,4,-2,0.9,-2
COc1ccc(CSc2nncn2C)cc1F,14,-0.8,-2,6,-1.1,-1,-1,-12,0.3,-1
N/C(=N\OC(=O)Cc1ccc(Cl)cc1)c1ccncc1,0,-0.6,-1,0,0.6,-1,-1,-2,-1.2,0
O=S(=O)(c1ccc(Cl)cc1)N1CCN(c2ncnc3sccc23)CC1,1,-0.2,2,0,-1.6,-5,-1,-1,0.9,3
CN(Cc1ccccc1)C(=O)CC(=O)N(C)Cc1ccccc1,7,-0.1,-2,-10,-0.6,1,1,-2,-1.2,-5
Cc1nn(CC(=O)Nc2cccc(Cl)c2)c(=O)c2cc(-c3ccccc3)nn12,-3,0.1,0,-5,1.2,0,38,-1,0.8,1
CCc1ccccc1NC(=O)NNS(=O)(=O)c1cc(C)ccc1C,7,-0.3,1,-8,2.3,-15,0,-5,-0.2,-4
CCc1cc(-c2n[nH]c(C)c2-c2nc3ccccc3s2)c(O)cc1OCC(=O)NN,8,0.2,-3,-8,1.4,-5,-3,-2,-1.4,0
Cc1cc(Cl)cc(Br)c1OCCCNCC(C)O (centres undefined),9,0.6,1,-10,1.9,15,0,-4,-2.1,1
CCc1ccccc1NNC(=O)c1cc(C)on1,2,-0.1,2,-8,-0.2,1,0,-2,-0.7,5
CCCCNC(=O)c1cnc(Cc2c[nH]c3ccccc23)c(I)c1,-12,1.4,-1,/,0.3,-5,-15,-1,1.2,-5
CC(=O)Nc1ccc(S(C)(=O)=O)c(C)c1,-1,-0.4,-2,-2,-0.8,3,0,-5,-0.1,1
CCC1=[N+]([O-])C(C)(/C(C)=N\O)N(O)C1(C)C (centres undefined),-8,-0.6,-1,3,-0.7,9,2,-2,-0.6,0

# 3 compounds drawn at random from the list so far:
SMILES,CendR NRP1 mod,TbMetRS inhib,STEP block,Scp1 inh,MsrA inhibitor,eLon inh,DNMT1 block,bovine MsrA act,LMPTP block,SUMO1-SIM PPI
O=C(C[n+]1ccccc1)Nc1ccccc1,0,-0.2,-4,1,1.9,13,5,-4,-1.9,5
CCCCNC(=O)c1cnc(Cc2c[nH]c3ccccc23)c(I)c1,-12,1.4,-1,/,0.3,-5,-15,-1,1.2,-5
N/C(=N\OC(=O)Cc1ccc(Cl)cc1)c1ccncc1,0,-0.6,-1,0,0.6,-1,-1,-2,-1.2,0

# Next records.
SMILES,CendR NRP1 mod,TbMetRS inhib,STEP block,Scp1 inh,MsrA inhibitor,eLon inh,DNMT1 block,bovine MsrA act,LMPTP block,SUMO1-SIM PPI
Cc1ccc2c(c1)C(=O)CCN2,2,-0.8,-4,-1,-0.1,-4,-1,-9,-0.2,-3
CCc1nc2ccc(C(=O)N3CCN(S(=O)(=O)CC)CC3)cn2c1N(C)CCC(C)C,1,-0.1,2,/,0.3,-3,3,0,1.3,2
N#C/C(=C\c1ccc(O)c(O)c1)C(=O)c1ccc(O)c(O)c1,-144,0.9,2,1,2.3,10,15,-6,17,-32
CC(=O)Nc1ccc(C(=O)N2CCCCC2c2cc(C(=O)Nc3ccccc3Cl)no2)cc1 (centres undefined),24*,-0.1,-1,/,0.4,5,-5,-1,0.0,3
Cc1ccc(C)c(NC(=O)c2ccc(S(=O)(=O)N(C)CC3CCCO3)cc2)c1 (centres undefined),2,-0.2,-2,-1,-0.7,-7,1,-4,-0.6,0
Cc1ccc(C(NC(=O)N2CCCC2)C(Cl)Cl)cc1F (centres undefined),4,-0.2,2,-5,0.0,-3,-1,-4,-1.4,-4
CCOc1cc(CNCCO)cc(Br)c1OCc1ccc(Cl)cc1Cl,3,0.5,-8,6,1.8,-6,3,-3,-3.9,1
COc1cc2ncnc(NCc3ccccc3Cl)c2cc1OC,-11,-0.1,1,-1,0.8,-5,-5,-2,1.1,2
CC(C)c1ccc(NC(=O)COC(=O)/C=C/c2cccc(Br)c2)cc1,12,-1.9,-2,-7,-0.1,3,2,-12,0.3,0
O=C(COc1ncnc2sccc12)N1CCN(C(=O)c2ccco2)CC1,-16,-0.1,7,92*,0.5,-5,35,-2,5.5,47*
CN(CCOc1ccc(Cl)cc1)c1ccc(S(=O)(=O)N2CCCCC2)cn1,19*,-0.6,2,-4,0.6,-1,4,-4,3.2,6
O=c1oc(-c2ccc(Br)o2)nc2ccccc12,-7,-0.7,1,5,-0.5,3,2,-6,0.3,4
CN1OC[C@@H]2CN(Cc3cc(Cl)cc(Cl)c3)[C@H](c3cccc(-c4ccccc4)c3)C[C@@H]21,12,0.6,1,4,2.0,-4,-8,-1,6.0,0
COC(=O)c1cn[nH]c1NC(=S)Nc1ccccc1C,3,-0.4,-7,-3,0.2,-6,-5,-6,-0.8,5
Cc1ccc2nc(SCC(=O)Nc3cc(C)on3)[nH]c2c1,11,0.9,-1,0,0.4,-1,-2,-2,0.1,2
Cc1cc2c(NCC(C)O)ncnc2s1 (centres undefined),18,-0.2,0,-3,0.5,-1,0,1,-0.9,-2
COc1ccc(C(=O)NC(=S)NC2CCCCC2)cc1,6,0.1,4,-6,-0.5,-5,-3,0,2.2,0
c1cnc2c(-c3cccc4nccn34)cccc2c1,-5,0.0,2,/,1.2,-2,-2,-3,-0.2,-4
Cc1cc(C)nc(N2CCCC(C(=O)Nc3nnc(C(C)(C)C)s3)C2)n1 (centres undefined),10,-0.4,0,-6,-0.1,-2,-2,-2,0.5,4
O=C(NCc1nc2ccccc2[nH]1)c1ccc(Cl)c(S(=O)(=O)N2CCCC2)c1,4,1.3,1,6,-0.1,-9,3,3,-0.9,4

# Assay outcomes as filed in PubChem.
